Screening data from PubChem BioAssay.
RGS4 inh = inhibitors of human regulator of G protein signaling 4 | AID 504845 | 390,000 tested, 0.039% active | Transcreener GDP fluorescence polarization, RGS4-accelerated GTP hydrolysis | Potency, µM (titrated, usually from 114 µM), inactives show top-dose activity change, negative = inhibition, actives largely listed as inhibitors | P49798; further: potency means the concentration at half of the fitted maximal effect; on the % scale 0 is the no-effect control and ±100 the full control effect; nearly all actives have a fitted effect of over 75% in size; some results filed as inactive show a strong effect at the top dose
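MLSMR compounds (23 nl, pin-transferred) preincubated 10 min at room temperature with a 500nM (2x) first reagent, then RGS4 at 900nM (2x) plus Transcreener GDP mix added; fluorescence polarization (620/688 nm) read before and after 90 min at 30 °C.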
Vif-APOBEC3F blk = inhibitors of Vif-A3F interaction. Potency, µM (top dose mostly 46.1 µM), for the others: at the top dose activity, negative = active. HeLa A3F-eYFP + Vif (tagged APOBEC3F with the HIV-1 protein that degrades it), YFP fluorescence increase. AID 602313. 390,000 tested, 0.2% active; further: potency means the concentration at half of the fitted maximal effect; % of control where 0% means no effect; nearly all actives have a fitted effect of over 65% in size
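Fluorescence increase (Ex 488/Em 500-530) after overnight compound treatment at 37 deg C flags inhibition of Vif-driven A3F-eYFP loss in stable HeLa A3F-eYFP/Vif cells seeded overnight beforehand.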
mIDH1 inhibitor = blocks human mutant IDH1 R132H enzyme; O75874; IDH1-R132H enzyme, NADPH consumption, diaphorase/resazurin fluorescence; Potency, µM (titrated, usually from 76.6 µM), for inactives: at the top dose activity change, negative = inhibition, actives largely listed as inhibitors; 390,000 tested, 0.093% active; AID 602179; further: potency means the concentration at half of the fitted maximal effect; on the % scale 0 is the no-effect control and ±100 the full control effect; nearly all actives have a fitted effect of over 65% in size
Target sequence (O75874 whole entry R132H, stated change not applied): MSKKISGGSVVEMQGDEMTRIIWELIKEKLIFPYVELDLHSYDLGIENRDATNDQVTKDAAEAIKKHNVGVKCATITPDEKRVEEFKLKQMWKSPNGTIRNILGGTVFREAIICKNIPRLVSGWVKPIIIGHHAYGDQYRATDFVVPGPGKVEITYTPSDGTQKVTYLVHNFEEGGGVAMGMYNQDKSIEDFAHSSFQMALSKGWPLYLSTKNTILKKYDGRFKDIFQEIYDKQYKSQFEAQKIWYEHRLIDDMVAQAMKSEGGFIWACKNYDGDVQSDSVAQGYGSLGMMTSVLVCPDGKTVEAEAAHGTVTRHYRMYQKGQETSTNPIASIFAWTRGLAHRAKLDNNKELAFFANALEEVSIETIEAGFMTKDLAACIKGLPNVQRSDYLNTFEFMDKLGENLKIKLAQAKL
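IDH1-R132H (0.5 ug/mL dispensed) in pH 7.5 Tris buffer was preincubated 30 min with compound, then given a substrate mix of 0.016 mM NADPH and 2 mM alpha-KG for 80 min at room temperature; remaining NADPH was read by diaphorase/resazurin fluorescence.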
GRP78 ERSR act = ER stress response induction in glioma | U87-MG GRP78 promoter luciferase reporter, 16 h | 420,000 tested, 0.02% active | Potency, µM, without a hit: at the top dose activation, most hits filed as activators; further: potency means the concentration at half of the fitted maximal effect; series mostly up to about 76 µM; % of control where 0% means no effect; nearly all actives have a fitted effect of over 35% in size
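Stably transfected U87-MG glioma cells carrying a GRP78-based luciferase sensor; 16 h compound incubation. Luminescence end-point read 10 min after Bright-Glo addition at room temperature.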
rTrxR1 inhibitor = blocks rat thioredoxin reductase 1. O89049. Potency, µM (series often up to 114 µM), without a hit: top-dose activity change, negative = inhibition, actives largely listed as inhibitors. AID 588453. recombinant rTrxR1, NADPH fluorescence consumption, selenite substrate. 390,000 tested, 1% active; further: potency means the concentration at half of the fitted maximal effect; on the % scale 0 is the no-effect control and ±100 the full control effect; nearly all actives have a fitted effect of over 65% in size
Target sequence (O89049 whole entry, looked up): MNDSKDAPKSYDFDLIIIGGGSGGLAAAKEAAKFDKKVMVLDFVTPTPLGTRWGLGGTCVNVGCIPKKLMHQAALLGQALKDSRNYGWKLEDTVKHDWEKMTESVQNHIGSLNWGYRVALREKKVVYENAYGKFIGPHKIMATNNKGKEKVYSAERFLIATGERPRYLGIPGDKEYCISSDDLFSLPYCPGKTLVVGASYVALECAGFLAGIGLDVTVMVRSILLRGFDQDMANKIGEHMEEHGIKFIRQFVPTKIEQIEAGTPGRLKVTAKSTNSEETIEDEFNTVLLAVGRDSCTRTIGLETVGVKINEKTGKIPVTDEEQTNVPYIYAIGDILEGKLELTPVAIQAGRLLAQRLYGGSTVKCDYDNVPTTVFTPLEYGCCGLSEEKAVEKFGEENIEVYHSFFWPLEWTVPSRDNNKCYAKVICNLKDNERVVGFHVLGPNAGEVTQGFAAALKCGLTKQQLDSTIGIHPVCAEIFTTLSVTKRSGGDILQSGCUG
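Rat TrxR1 (90 nM in the dispensed reagent) was pre-reduced with 400 uM NADPH for 5 min at room temperature, then incubated with compound for 15 min. After 400 uM selenite was added, NADPH fluorescence (Ex 340/Em 450 nm) was followed for 8 min.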
LDHA block = inhibitors of human lactate dehydrogenase A; P00338; purified LDHA, NADH/diaphorase-resazurin fluorescence; active compounds read low; activity change, % (values are at about 110 or 230 µM); 480,000 tested, 0.15% active; AID 1347041; in the data active means activity change below about -30%; inconclusive means mostly about -25% to -30%;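 further: plate controls were DMSO wells for no effect and wells without enzyme for full effect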
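LDH5 2 nM; NADH 0.06 mM, pyruvate 0.2 mM; 200 mM Tris pH 7.4, EDTA, Tween-20; 5 min RT. Detection: diaphorase 0.133 mg/mL + resazurin 37 µM, fluorescence ex540/em590 at 0 and 20 min; normalized to enzyme-free and DMSO wells.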
TrxR1 substrate = is turned over as a substrate by rat TrxR1 | purified TrxR1 substrate turnover, NADPH consumption readout | Potency, µM (top dose mostly 114 µM), inactives show top-dose activity change, negative = substrate turnover | 390,000 tested, 0.01% active | AID 588456; further: potency means the concentration at half of the fitted maximal effect; on the % scale 0 is the no-effect control and ±100 the full control effect; nearly all actives have a fitted effect of over 50% in size
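Rat TrxR1, dispensed at 90 nM, was prereduced with 400 uM NADPH (final) for 5 min at ~22 deg C, then incubated with compound 15 min before 400 uM selenite. A first-read NADPH fluorescence drop versus no-compound background flagged substrates.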
Vif-A3G inh = blocks the Vif interaction with human APOBEC3G; Q9HC16; HeLa A3G-eYFP + Vif (tagged APOBEC3G with the HIV-1 protein that degrades it), YFP fluorescence, overnight; Potency, µM (titrated, usually from 46.1 µM), inactives show at the top dose activity, negative = active, most hits filed as inhibitors; AID 602310; 410,000 tested, 0.076% active;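 further: potency means the concentration at half of the fitted maximal effect; on the % scale 0 is the no-effect control and ±100 the full control effect; nearly all actives have a fitted effect of over 60% in size; hits raise eYFP signal because A3G escapes Vif-driven loss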
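HeLa cells stably expressing Vif and C-terminally eYFP-tagged A3G, seeded overnight at 37 deg C, then exposed to compound by pintool overnight at 37 deg C. Rise in yellow fluorescence (Ex 488/Em 500-530, Acumen) marks blocked Vif-driven A3G degradation.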
USP1 inh = inhibitors of human USP1/UAF1 deubiquitinase; Potency, µM (highest dose often 57.1 µM), for the others: top-dose activity change, negative = inhibition, actives largely listed as inhibitors; recombinant USP1/UAF1, Ub-Rhodamine cleavage fluorescence; AID 743255; O94782; 390,000 tested, 0.23% active; further: potency means the concentration at half of the fitted maximal effect; on the % scale 0 is the no-effect control and ±100 the full control effect; nearly all actives have a fitted effect of over 60% in size; inactives centre near -12
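1 nM enzyme complex + cpd, 15 min RT; start with Ub-Rho 150nM final; kinetic fluorescence ex 480/em 540, 6 reads q60 s. Buffer 50mM HEPES pH 7.8, 0.5mM EDTA, 0.1 mg/ml BSA, 1mM TCEP, 0.01% Tween-20.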
An asterisk follows results filed as active; ? = inconclusive; . = no result given; [ ] = another dose, or the depositor's remark. Unless noted, the call rests on the fitted dose curve; in most records, active means well fitted curve in the direction sought with a large enough effect; inconclusive means small, poorly fitted or top-dose-only effect, or another doubt; inactive means no such curve, though single readings can be large; an effect the other way counts as inactive or inconclusive. Only part of the results is shown; count on the stated rates, not on these rows.

smiles	RGS4 inh	Vif-APOBEC3F blk	mIDH1 inhibitor	GRP78 ERSR act	rTrxR1 inhibitor	LDHA block	TrxR1 substrate	Vif-A3G inh	USP1 inh
Cc1occc1-c1nnc(SCCCC(=O)c2ccc(F)cc2)n1C	-1.8%	-2.3%	3.1%	0.4%	-18.2%	-7.6	-10.2%	-4.5%	-3.4%
COC(=O)c1cc(CNC(=O)C2CC(=O)N(c3ccc4c(c3)OCCO4)C2)ccc1OC (stereo not given)	-15.3%	-13.1%	3.2%	-4.7%	16.1%	-3.9	3.5%	-2.8%	-16.8%
O=C(Nc1ccc(Cc2ccc(NC(=O)C3CC3)c(O)c2)cc1O)C1CC1	-3.8%[56.9 µM]	5.1%	2.9%	-5.2%	-0.6%	7.1	0.3%	-4.8%	-9.6%
CN1CCN(Cc2nc3c([nH]2)c(=O)[nH]c(=O)n3C)CC1	-2.9%	7.2%	9.8%	-1.7%	6.5%	0.8	2.0%	0.4%	-6.5%
CCC(=O)N(CCC(c1ccco1)C(C)C)Cc1ccccc1 (stereo not given)	?	-16.7%	5.3%	0.4%	6.8%[57.1 µM]	1.4	-3.7%[57.1 µM]	2.5%	-20.7%
CC(C)CCN1C(Nc2ccccc2)=NC[C@@H]1CC(C)C	-9.2%	-0.8%	-5.1%	-4.4%	17.7%	-0.2	-0.8%	3.0%	-15.6%
CCSc1cnnc2ccccc12	8.0%	-5.0%	-2.1%	-0.7%	-7.6%	-6.6	-8.0%	1.7%	-4.0%
Cc1c(C(=O)NCc2ccc(Cl)cc2)sc2nc3n(c(=O)c12)CCCC3	-5.0%	.	.	.	27.7%	-2.9	139.9%[activator]	.	?
CN(C)N1C(=O)CC(NNC(=O)c2ccncc2)C1=O (stereo not given)	-13.4%	2.5%	4.2%	-3.2%	-1.0%	-2.2	-4.4%	-1.3%	-12.1%
COc1cccc(NC(=O)CSc2nc3n[nH]c(C)c3c(=N)n2-c2cccc(OC)c2)c1	-11.2%	4.5%	6.9%	-3.4%	19.0%[57.1 µM]	-2.7	9.7%	-24.5%	-13.7%
O=C(NC(c1ccccc1)c1ccccc1)C1CCCN(S(=O)(=O)c2cnc[nH]2)C1 (stereo not given)	-10.6%	-14.5%	12.7%	-5.2%	13.1%	0.5	1.7%	0.6%	-24.2%
CCN(c1ccc(Cl)cc1)S(=O)(=O)c1nnc(NC(=O)c2ccccc2C)s1	2.1%	2.3%	-2.2%	1.4%	-6.5%	5.2	-9.9%	1.5%	3.1%
Cc1nnsc1C(=O)NNS(=O)(=O)c1cc(C(F)(F)F)cc(C(F)(F)F)c1	10.1%	-3.8%	-7.0%	-1.6%	-5.3%	7.4	-0.2%	-0.1%	-15.0%
Cc1cc(NC(=O)c2cc(C)on2)no1	16.2%	-0.3%	1.0%	-3.8%	7.9%	3.1	5.8%	1.0%	-11.5%
CN1CCN(c2ccc(Cl)cc2NC(=O)C2COc3ccccc3O2)CC1 (stereo not given)	15.8%	.	2.8%	-5.2%	-13.2%	3.6	-6.2%	-6.2%	-19.6%
COc1ccc(CCNC(=O)c2ccc(S(=O)(=O)N(C)c3ccccc3)cc2)cc1OC	18.2%	3.2%	1.9%	-7.7%	18.4%	0.8	-1.1%	-4.0%	-8.6%
COc1ccc2c(c1OC)C(=O)OC2n1c(O)c(N=NC(C)=O)c2ccccc21 (stereo not given)	-5.4%	-3.9%	3.7%	-3.3%	3.8%	-3.2	-5.0%	1.1%	-12.4%
COc1cccc(N(CC(=O)N2CCN(C)CC2)S(=O)(=O)c2ccc(C)cc2)c1	-6.7%	-15.3%	2.1%	-1.3%	0.6%	-3.2	2.7%	0.7%	-16.8%
COc1ccc(N(CC(=O)NCc2ccccc2Cl)S(=O)(=O)c2c(C)n[nH]c2C)cc1	11.1%	6.1%	-6.8%	-2.4%	3.5%	0.2	-1.4%	-0.4%	-7.9%
O=C(c1ccc(CS(=O)Cc2ccc(Cl)cc2)o1)N1CCN(c2cccc(Cl)c2)CC1 (stereo not given)	13.0%	-2.6%	0.0%	-5.2%	22.5%	-6.9	1.1%	1.2%	-25.2%
NC(=O)c1ccc(C23CC4CC(CC(C4)C2)C3)o1	-5.5%	2.1%	1.9%	-1.9%	-6.0%	1.6	-9.1%	1.7%	-10.7%
CCOc1ccc(N=C2SCC(=O)N2CC)cc1	-15.0%	6.1%	10.5%	-4.4%	5.2%[57.1 µM]	-1.7	-4.4%[57.1 µM]	-4.2%	-17.8%
Cc1nc2nc3c(c(=O)n2[nH]1)CCC3	-14.1%	-3.7%	1.7%	-3.8%	-8.6%	-10.0	-12.4%	0.2%	-7.0%
CN(Cc1ccccc1)C(=O)c1cccc(NC(=O)Cc2ccc(NC(=O)C3CCCN(C(=O)c4ccccc4)C3)cc2)c1 (stereo not given)	0.2%	-6.5%	1.6%[38.3 µM]	-2.9%	9.2%	-2.0	1.3%	-3.5%	-15.8%
COC(=O)Cc1[nH]nc2c1C(c1c[nH]c3ccccc13)C(C#N)=C(N)O2 (stereo not given)	33.1%	-0.5%	-0.4%	-4.0%	2.6%[57.1 µM]	4.2	6.0%[57.1 µM]	-8.6%	-21.2%
Cc1ccc2nc(N/N=C/c3ccccc3F)nc(-c3ccccc3)c2c1	0.1%	-12.0%	-1.7%	1.8%	-2.7%	-4.0	2.5%	-5.0%	-26.4%
Cc1c(N(C)C(=O)C23CC4CC(CC(C4)C2)C3)c(=O)n(-c2ccccc2)n1C	-5.7%	-12.2%	0.6%	-3.4%	2.3%[57.1 µM]	-1.1	-9.6%[57.1 µM]	-9.4%	-23.3%
CC(=O)Cn1c2ccccc2n2nc(CCC(=O)O)c(=O)nc12	-8.2%	-23.5%	5.1%	-3.4%	17.8%[57.1 µM]	-3.8	74.3%	-0.1%	?
COc1ccc(NC(=O)CSc2nnc(CNC(=O)c3cccs3)o2)c(OC)c1	26.1%	-4.8%	5.0%	-5.0%	-10.3%	-2.4	-13.5%	0.7%	0.8%
COc1cccc(NC(=O)CSc2nnc3cc(C)nc(N)n23)c1	-10.5%	-3.9%	4.5%	0.0%	17.0%[57.1 µM]	3.4	10.4%[57.1 µM]	1.4%	-17.4%
Oc1nc(Nc2cccc(Cl)c2)sc1/C=C1\C=Nc2ccccc21	-0.3%	-8.6%	7.7%	-3.2%	-22.3%	-10.7	-17.4%	-15.0%	0.7%
S=C(NCCc1ccccc1)Nc1ccccc1N1CCOCC1	2.9%	-12.6%	-2.3%	0.4%	-13.2%	-7.6	-4.7%	1.2%	-3.9%
O=C(CCc1ccc(S(=O)(=O)NCCc2ccccc2)cc1)Nc1ccc2c(c1)OCCO2	-9.9%	-1.3%	5.6%	-3.4%	6.3%	5.6	-3.5%	-3.4%	-17.5%
COc1ccccc1CNC(=O)Cc1ccc(Br)cc1	13.5%	-24.4%	2.5%	8.6%	-12.2%	-2.3	-8.2%	-17.7%	4.1%
COCCN(C(=O)CSc1ncc(C(F)(F)F)cc1Cl)c1c(N)n(Cc2ccccc2)c(=O)[nH]c1=O	-16.9%	-0.3%	-3.4%	-2.6%	29.6%	-5.5	2.1%	-1.3%	-22.8%
CCOc1ccc(NC(=O)C2CCN(S(C)(=O)=O)CC2)cc1	20.6%	0.5%	-5.3%	-0.2%	25.6%	-7.4	4.1%	-6.9%	-3.0%
C=CCOC(=O)C1=C[C@@H](c2coc3ccccc3c2=O)C[C@@H](OCCCCO)O1	14.6%	1.5%	-0.1%	-2.9%	1.8%[57.1 µM]	6.9	-3.7%	-8.0%	2.5%
COc1ccc(Cc2noc(CN3CCN(Cc4csc(C)n4)CC3)n2)cc1OC	?	1.3%	5.1%	-2.0%	4.1%	-0.2	4.4%	7.1%	-17.8%
CCOc1ccc(CCNC(=O)CCc2nc(-c3ccc(OC)cc3)no2)cc1OCC	-39.0%	-3.0%	5.3%	5.6%	12.1%[57.1 µM]	-4.7	9.1%	0.1%	3.7%
COc1ccc(CNC(=O)CN(Cc2ccco2)C(=O)CCC(=O)Nc2ccccn2)cc1	25.0%	2.3%	3.5%	-4.1%	14.4%[0.457 µM]	6.2	-0.2%	-2.5%	2.8%
COc1ccccc1N1CCN(c2cc(=O)n(Cc3ccc(F)cc3)c(=O)[nH]2)CC1	-2.3%	-9.7%	-7.9%	-3.0%	?	-3.7	9.3%[57.1 µM]	?	-19.6%
CC(C)N1CCN(Cc2ccc(Sc3nncn3C)o2)CC1CCO (stereo not given)	0.8%	-4.1%	-2.9%	-4.3%	3.4%	-1.8	-2.9%	-0.1%	3.4%
O=C(NCC1COc2ccccc2O1)c1cc2ccccc2o1 (stereo not given)	-30.4%	-9.5%	11.3%	5.5%	14.2%	-3.1	?	-7.3%	-20.1%
